SSB-PriA inh: K. pneumoniae PriA-SSBct interaction inhibition | hit rate 0.6% among 430,000 | inhibition, % at 33 µM | AlphaScreen SSBct-PriA binding, biotinylated peptide; in the data active = inhibition mostly above about 37%, no sharp cut-off; inactive = mostly below about 20%;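 note: plate controls were negative control peptide for no effect and reference peptide for full effect; strong numbers were not always called active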
BoNT-A LC inh2: blocks Botulinum neurotoxin A light chain protease; multiplex microsphere protease substrate cleavage, flow cytometry; hit rate 0.17% among 360,000; inhibition, % at 10 µM; note: plate controls were buffer without enzyme for full effect and enzyme alone for no effect
Vc quorum ag: induces V. cholerae light production without autoinducers. V. cholerae BH1578 lux reporter, luminescence, 6 h. activation, % at 18.7 µM. AID 588436. hit rate 0.16% among 350,000; in the data active = activation mostly above about 9.7%, no sharp cut-off; inconclusive = no clear call, values can overlap the other calls; inactive = mostly below about 3.7%; note: not every result past the cut was called active; inactives centre near 0; reference of the scale not given here
Y pestis TopoI: inhibitors of Yersinia pestis topoisomerase I; activity, % at 10 µM; hit rate 0.064% among 360,000; AID 504884; Y. pestis Topo-I cleavage product accumulation, plate reader; in the data active = activity above about 50%, passing the limit was not always enough; inconclusive = no clear call, values can overlap the other calls; note: inactives centre near 2
Anthrax LF prot: inhibitors of Bacillus anthracis lethal factor protease | multiplex microsphere protease cleavage assay, LF | inhibition, % at 10 µM | hit rate 0.12% among 360,000 | P15917; note: plate controls were buffer without enzyme for full effect and enzyme alone for no effect
Target sequence (P15917 whole entry, looked up): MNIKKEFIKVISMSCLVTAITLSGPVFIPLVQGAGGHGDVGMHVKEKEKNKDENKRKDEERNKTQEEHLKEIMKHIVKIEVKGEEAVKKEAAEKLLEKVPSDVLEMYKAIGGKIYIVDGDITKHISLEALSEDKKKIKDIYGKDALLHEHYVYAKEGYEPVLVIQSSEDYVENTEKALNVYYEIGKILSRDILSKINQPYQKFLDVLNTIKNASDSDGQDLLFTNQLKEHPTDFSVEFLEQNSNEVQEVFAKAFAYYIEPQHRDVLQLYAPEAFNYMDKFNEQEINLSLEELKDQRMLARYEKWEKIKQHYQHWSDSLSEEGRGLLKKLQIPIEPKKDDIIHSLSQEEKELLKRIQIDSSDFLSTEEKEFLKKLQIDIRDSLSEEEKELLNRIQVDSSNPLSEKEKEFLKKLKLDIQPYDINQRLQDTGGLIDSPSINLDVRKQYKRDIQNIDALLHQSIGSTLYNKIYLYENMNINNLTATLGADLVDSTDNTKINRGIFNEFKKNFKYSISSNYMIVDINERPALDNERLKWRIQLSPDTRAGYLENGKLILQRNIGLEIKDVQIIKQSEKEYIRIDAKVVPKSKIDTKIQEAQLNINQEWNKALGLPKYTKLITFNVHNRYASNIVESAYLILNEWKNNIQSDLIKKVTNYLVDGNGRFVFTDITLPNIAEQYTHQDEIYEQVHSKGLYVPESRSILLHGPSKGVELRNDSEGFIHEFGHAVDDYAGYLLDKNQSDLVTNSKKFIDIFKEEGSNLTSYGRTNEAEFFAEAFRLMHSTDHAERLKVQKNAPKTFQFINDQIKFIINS
TcdB inh: inhibitors of Clostridioides difficile toxin B glycohydrolase; TcdB glycohydrolase enzymatic assay, plate reader; inhibition, % at 9.99 µM; hit rate 0.24% among 350,000; P18177; in the data active = inhibition above about 10%
CCHF vOTU inh: blocks the CCHF virus ovarian tumor domain protease; AID 651958; CCHFV vOTU protease, Pep-AMC fluorescence; hit rate 0.55% among 370,000; inhibition, % at 11.5 µM; in the data active = inhibition above about 30%; note: 0% = vehicle wells with enzyme and 100% = no enzyme wells
3CLpro inhibitor: SARS-CoV 3CLpro protease inhibition; P0C6X7; recombinant SARS-CoV 3CLpro, quenched FRET peptide cleavage; inhibition, % at 6 µM; hit rate 0.14% among 290,000; AID 1706; in the data active = inhibition above about 12%
PfHsp40 yeast: compounds rescuing yeast from Plasmodium falciparum HSP40 toxicity. hit rate 0.68% among 340,000. AID 504582. growth rescue, % at 12.5 µM. S. cerevisiae expressing PfHsp40, growth rescue, ATP luminescence; in the data active = growth rescue above about 28%, passing the limit was not always enough; inconclusive = no clear call, values can overlap the other calls;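 note: yeast W303a lacking pdr1 and pdr3 grown in galactose medium; growth measured after three days at 30 °C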
DUSP3 inh: DUSP3 (human) phosphatase inhibition. P51452. recombinant VHR phosphatase, pNPP absorbance. inhibition, % at 13.3 µM. hit rate 0.52% among 290,000; in the data active = inhibition above about 50%; note: some compounds called inactive have numbers as strong as hits
Target sequence (P51452 whole entry, looked up): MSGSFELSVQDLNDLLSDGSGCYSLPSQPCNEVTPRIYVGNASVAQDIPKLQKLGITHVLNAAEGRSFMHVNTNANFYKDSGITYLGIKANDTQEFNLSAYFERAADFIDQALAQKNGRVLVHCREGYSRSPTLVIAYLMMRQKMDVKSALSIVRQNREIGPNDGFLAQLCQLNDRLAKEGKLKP
The depositor's hits bear a star; i = inactive; ? = inconclusive; / = not tested or not shown; & = joins results of further samples. Cut-off read from the data, not from the text of the source, unless noted: active = inhibition above about 30%; inconclusive = no clear call, values can overlap the other calls; inactive = below that.

Start of the data: the first 2 compounds, to show the layout:
item	SMILES	SSB-PriA inh	BoNT-A LC inh2	Vc quorum ag	Y pestis TopoI	Anthrax LF prot	TcdB inh	CCHF vOTU inh	3CLpro inhibitor	PfHsp40 yeast	DUSP3 inh
1	CCCCn1c(N)c(N(CCOC)C(=O)CSCC(=O)Nc2cccc(C)c2)c(=O)[nH]c1=O	-4.8	-94.7	i	4.3	-24.4	-0.3	-9.0	/	0.3	/
2	CN(C)c1ccc(C(C(=O)NCc2ccccc2)N(Cc2cccnc2)C(=O)c2snc(C(N)=O)c2N)cc1 (stereo unspecified)	25.7	-6.3	-0.3	14.5	-13.4	0.2	11.5	-3.1	0.3	2.2

The list itself, from the first entry:
item	SMILES	SSB-PriA inh	BoNT-A LC inh2	Vc quorum ag	Y pestis TopoI	Anthrax LF prot	TcdB inh	CCHF vOTU inh	3CLpro inhibitor	PfHsp40 yeast	DUSP3 inh
1	CCCCn1c(N)c(N(CCOC)C(=O)CSCC(=O)Nc2cccc(C)c2)c(=O)[nH]c1=O	-4.8	-94.7	i	4.3	-24.4	-0.3	-9.0	/	0.3	/
2	CN(C)c1ccc(C(C(=O)NCc2ccccc2)N(Cc2cccnc2)C(=O)c2snc(C(N)=O)c2N)cc1 (stereo unspecified)	25.7	-6.3	-0.3	14.5	-13.4	0.2	11.5	-3.1	0.3	2.2
3	C#CCOCCOCCOCCNc1nc(N2CCN(C(=O)[C@H]([C@@H](C)CC)n3cc([C@@H](N)Cc4ccc(O)cc4)nn3)CC2)nc(N2CCN(C(=O)[C@H](Cc3ccc(O)cc3)n3cc([C@@H](N)C(C)CC)nn3)CC2)n1 (stereo partly specified)	18.3	-0.1	-5.9	7.6	-4.5	-1.5	5.7	2.5	-0.2	16.5
4	Cc1ccc(-c2nnn(CC(=O)NCc3ccccc3)n2)c(-n2cnnn2)c1	-19.3	/	i	-2.7	/	/	-11.7	4.3	4.4	18.0
5	COc1ccc(C(CNc2nc(-c3cccnc3)nc3ccccc23)N(C)C)cc1 (stereo unspecified)	6.9	5.6	-1.2	1.3	-1.6	-0.9	-8.5	-4.6	0.8	25.2
6	Cc1ccc(C(=O)Nc2ccc(N3CCOCC3)cc2)cc1	-3.3	-0.5	-0.5	-3.8	-0.6	0.1	-8.0	0.5	-0.1	29.1
7	Cc1ccc(-c2c(C(=O)Nc3ccccc3C)c(C)[nH]c(=S)c2C#N)o1	-2.9	0.6	0.3	-8.3	-8.5	-1.0	16.0	-0.4	7.9	-2.1
8	O=C(Nc1nc(-c2ccccn2)cs1)c1ncc(Cl)c(Cl)c1Cl	11.7	0.4	-4.2	-1.8	-4.0	/	-3.6	-2.4	3.4	24.2
9	Cc1ccccc1Nc1nc(N)nc(CN2CCN(c3ccccn3)CC2)n1	9.2	-0.2	1.7	-3.1	-1.1	/	5.3	-1.6	0.4	19.2
10	COc1cc(Cn2c(=O)c3c(OC)c(C)cnc3n(C)c2=O)cc(OC)c1	-7.3	-0.3	-0.4	9.0	0.3	1.0	-12.5	2.4	2.4	5.5
11	COc1cc(CNCCSc2nnnn2C)cc(OC)c1OC	-5.5	-0.8	-0.4	8.7	-2.7	/	21.1	-0.1	0.9	-14.7
12	CCOC(=O)c1c(/N=C/c2cc([N+](=O)[O-])ccc2O)sc(C)c1C	/	1.1	-0.1	-0.7	-1.0	0.1	30.2*	-3.4	-0.1	4.7
13	O=C(CN(Cc1ccccc1F)S(=O)(=O)c1ccc(Cl)cc1)NCC1CCCO1 (stereo unspecified)	0.2	-0.5	-0.5	14.3	-1.4	0.2	-1.9	0.3	-0.5	-19.0
14	Cc1nc2c(ccc3nc(NC(=O)C4CC4)sc32)s1	1.4	-0.4	-0.1	1.5	1.5	1.4	12.1	-5.3	-0.1	-24.6
15	CCCc1cc(=O)n2[nH]c(NCc3c(Cl)cccc3Cl)nc2n1	-2.1	-0.5	-0.3	4.3	-7.7	/	-0.8	7.1	-0.9	2.9
16	COc1ccc(NC(=O)CSc2cn[nH]n2)cc1OC	-3.0	-2.2	-0.2	0.1	0.5	-0.2	-18.4	-2.4	0.9	25.5
17	CC1(CCc2ccccc2)NC(=O)NC1=O (stereo unspecified)	-13.9	-0.1	4.5	-6.2	-0.5	0.8	-12.5	/	-1.6	/
18	O=C(O)c1cccc(-c2csc(C(O)c3ccccc3)n2)c1 (stereo unspecified)	/	-0.2	-1.2	3.2	-5.5	0.1	8.7	/	/	/
19	Cc1ccc(S(=O)(=O)NCC(=O)OCCOc2ccc(Br)cc2)cc1	-5.6	-0.6	i	35.0	-5.5	1.6	1.1	/	1.7	/
20	O=C(O)COCC(=O)Nc1ccc(OCCc2ccccc2)cc1	-4.8	-1.7	-0.3	0.1	3.6	0.7	9.1	-5.5	-1.1	13.4
21	CC(NC(=O)C1CCN(S(=O)(=O)c2cnc[nH]2)CC1)c1ccccc1 (stereo unspecified)	0.5	-0.9	2.1	5.0	2.9	/	-9.4	-1.2	-0.5	-11.3
22	CCN1C(=O)[C@@H]2[C@@H](c3ccc(-c4ccc(F)cc4)cc3)N3CCC[C@@]3(C(=O)OC)[C@@H]2C1=O	0.4	-0.3	-0.4	-1.0	-1.3	-2.7	8.3	/	-0.9	/
23	COC(=O)c1cc(C(=O)OCC(=O)NCc2cccs2)cc([N+](=O)[O-])c1	-5.1	-1.0	-1.8	-7.5	0.1	0.2	3.4	/	-0.2	/
24	O=C(CSc1nnc(CNC(=O)c2ccccc2)o1)Nc1ccc2c(c1)OCO2	-11.9	0.2	i	5.7	-3.1	-10.8	7.5	-2.0	0.3	-15.2
25	CCCc1ncc(C(O)c2cccc3ccccc23)n1C (stereo unspecified)	-12.9	0.5	-6.7	6.8	-1.5	/	4.3	0.4	-0.2	-0.5
26	COc1ccc(CC(=O)NCc2ccccc2)cc1S(=O)(=O)N1CCOCC1	-20.4	0.0	-0.3	1.0	3.5	/	-4.8	-7.7	0.7	-11.2
27	CC1(C)CC(=O)C2=C(C1)N(c1cccc(Cl)c1)C(=O)NC2(C(F)(F)F)C(F)(F)F	4.8	0.9	-0.1	-6.1	0.2	0.4	1.9	2.0	-0.5	5.7
28	Cc1ncoc1C(=O)NCC1=C(c2ccc(S(C)(=O)=O)cc2)C[C@@H]2CC[C@H]1N2CCOc1ccccc1	/	-0.2	-1.1	-2.4	0.0	-0.9	-7.0	/	/	/
29	CC(=O)c1cccc(-c2ccnc3c2CC(C(=O)NC(C)C)O3)c1 (stereo unspecified)	/	-0.2	-0.2	-0.6	-0.5	-0.8	1.0	/	/	/
30	CC(=O)c1cccc(S(=O)(=O)N2CCCC(c3nc4c(nnn4Cc4ccccc4Cl)c(=O)[nH]3)C2)c1 (stereo unspecified)	3.3	0.1	-0.8	45.8	1.9	-5.7	18.2	3.5	0.6	25.2
31	Cc1cccc(C(=O)OCC(=O)N(CC(C)C)c2c(N)n(Cc3ccccc3)c(=O)[nH]c2=O)c1O	-8.0	-0.9	-14.3	34.9	-1.4	3.5	3.4	/	-0.8	/
32	O=C(CSc1ccccc1C(=O)O)NCc1ccccc1	-0.2	-0.1	-0.3	7.9	-1.2	-0.4	-5.7	-0.5	-1.9	36.4
33	Cc1nn(C)cc1S(=O)(=O)NCc1ccc2c(c1)OCO2	16.5&-1.0	0.3	i	9.0	2.1	0.9	-6.7	-5.0	-0.7	3.6
34	COc1ccc(/C=C\c2nc(O)c([N+](=O)[O-])c(=O)[nH]2)cc1O	-8.3	-2.0	-1.4	5.8	-5.3	0.7	5.3	-2.9	0.4	13.8
35	C#CC1(NC(=O)NC(C)(C)C)CCCCC1	-4.9	0.4	1.0	-0.4	-1.1	0.1	3.1	1.3	-1.5	10.3
36	COc1ccc2c(c1)CCC(C)N2C(=O)C(=O)c1c[nH]c2ccccc12 (stereo unspecified)	2.1	-0.2	i	17.8	-0.7	1.9	2.6	-1.5	0.4	16.5
37	CCOc1ccc(NC(=S)Nc2ccc(Br)cc2Cl)cc1	16.7	0.5	-0.3	2.9	8.8	1.6	2.7	5.2	0.7	-2.1
38	O=C1SCCN1N=Cc1ccc([N+](=O)[O-])o1	-3.4	0.0	i	-1.9	-2.9	-0.4	32.3*	/	2.2	/
39	O=C(Oc1ccccc1)c1c(Cl)cccc1P(=O)(O)O	-2.2	-1.3	i	-9.2	-3.8	/	5.6	-1.4	-0.2	29.4
40	CCCNc1c(N)n(-c2ccccc2)c(=O)[nH]c1=O	-6.5	?	-1.3	3.6	-3.9	/	-12.6	-2.8	-0.4	7.6
41	CN(C)S(=O)(=O)c1cccc(NC(=O)CCCSc2ccccc2)c1	-1.2	-0.4	-0.9	22.8	-2.7	0.1	-9.3	1.2	0.6	11.3
42	CNC(=S)NNC(=O)c1ccccc1F	-12.3	-0.5	-0.3	0.5	-0.9	1.0	-1.9	-3.0	-1.0	1.8
43	Cc1ccc(/C=C/C(=O)Nn2cnnc2)cc1	-1.3	0.7	i	-6.7	2.2	/	2.7	1.7	-0.5	26.9
44	COc1cc(Br)cc2cc(C(=O)N3CCOCC3)c(=O)oc12	-13.5	/	-0.2	1.1	/	0.9	11.6	3.4	0.2	-13.1
45	CC(C)Cc1ccc(C(C)C(=O)Nc2ncccn2)cc1 (stereo unspecified)	-6.8	-0.3	-0.7	-2.5	-0.1	-0.4	-1.1	-0.3	/	25.7
46	CC(=O)Nc1cccc(NC(=O)c2c(-c3ccccc3)noc2C)c1	-8.7	0.0	5.9	-10.6	-5.7	/	-0.4	-1.5	-0.2	0.0
47	COc1cc(/C=N/NC(=O)CNS(=O)(=O)c2ccc(C)cc2)cc(OC)c1OC	/	-5.8	3.9	11.6	-4.2	-1.1	-5.3	/	-1.4	/
48	CC(C)c1ccc(NC(=O)c2sccc2-n2cccc2)cc1	-2.0	-1.6	-0.2	-1.9	-2.3	1.6	4.7	2.5	1.1	7.7
49	CCCc1nnc(NC(=O)CN2CCOCC2)s1	-19.8	-0.1	-1.5	3.3	-1.4	/	4.2	3.2	0.0	17.3
50	O=C(COC(=O)Cc1ccc(F)cc1)NC1CCCCC1	-1.2	-0.8	-0.3	3.7	-5.6	0.0	2.4	/	-0.4	/
51	O=C(CCc1ccc(S(=O)(=O)NCc2ccccc2)cc1)NCc1cccnc1	6.8	0.5	-0.3	2.0	-0.1	-0.2	-13.7	4.2	-0.2	-8.5
52	C/C(=N\NC(=O)c1cccs1)c1ccc2ccccc2c1	/	-3.2	-6.2	1.7	-17.0	0.6	0.0	1.4	-1.8	-22.4
53	Cc1cc(C=C2C(=O)NC(=O)NC2=O)c(C)n1-c1ccc2c(c1)OCO2	6.6	0.6	-0.4	-4.0	1.0	-4.1	6.8	3.1	0.3	20.8
54	COc1ccc2oc(=O)c(-c3nnc(N)s3)cc2c1	-1.1	1.6	-3.3	-3.7	-0.4	-8.1	-19.5	-3.1	0.7	14.5
55	Nc1ncnc2c1ncn2[C@@H]1O[C@H](CNS(=O)(=O)C2CC2)[C@@H](O)[C@H]1O	-1.6	0.5	i	-0.4	-2.9	0.7	-2.6	/	0.2	/
56	N=c1c(S(=O)(=O)c2ccc(F)cc2)cc2c(=O)n3ccccc3nc2n1CC1CCCO1 (stereo unspecified)	-0.9	2.5	-0.4	-7.7	0.0	-0.3	-3.0	-7.2	-0.5	20.2
57	O=C(CNC(=O)c1ccccc1)OCCCOC(=O)CNC(=O)c1ccccc1	4.7	-1.3	-0.1	8.8	-1.3	0.0	4.3	4.6	4.0	1.2
58	O=C(CSc1nc2ccccc2[nH]1)Nc1c(F)c(F)c(F)c(F)c1F	-7.4	0.1	i	6.5	2.2	1.1	-6.6	4.2	-0.6	-0.5
59	Cc1ccccc1C(OCCN(C)C)c1ccccc1 (stereo unspecified)	2.5	0.5&-2.8	-8.3&-0.6	-1.3&4.3	1.1&-0.2	1.3&-0.6	0.1&0.7	-1.4&7.0	0.9&-1.9&-0.9	16.3&-0.6

The list is partial, so the mix of outcomes need not match the whole.
